PV pol inh: inhibitors of poliovirus RNA polymerase binding and polymerization; % elongation, % (compound at 16.7 µg/mL); poliovirus polymerase elongation, fluorescence polarization; stronger effect = lower value; hit rate 0.66% among 150,000; P03300; AID 588519; in the data active = % elongation below about 90%; also: some results filed as inactive read as strong as hits
Target sequence (P03300 1749-2209 limits assumed): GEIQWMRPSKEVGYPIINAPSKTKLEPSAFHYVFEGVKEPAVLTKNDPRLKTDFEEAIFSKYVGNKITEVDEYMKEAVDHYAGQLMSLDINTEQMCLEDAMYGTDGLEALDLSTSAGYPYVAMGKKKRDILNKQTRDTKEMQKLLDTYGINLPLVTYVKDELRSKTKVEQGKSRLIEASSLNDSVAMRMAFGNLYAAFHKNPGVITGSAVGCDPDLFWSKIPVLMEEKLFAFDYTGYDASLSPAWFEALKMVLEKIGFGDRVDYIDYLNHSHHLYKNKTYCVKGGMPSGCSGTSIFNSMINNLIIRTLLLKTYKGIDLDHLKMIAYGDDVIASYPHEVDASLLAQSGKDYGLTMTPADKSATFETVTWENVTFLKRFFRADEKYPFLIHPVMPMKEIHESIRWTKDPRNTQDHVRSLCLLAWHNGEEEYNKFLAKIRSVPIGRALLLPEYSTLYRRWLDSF
PV pol inh FP z-score: recorded beside PV pol inh, whose call it bears; z-score; measured here: FP z-score; hits read low
The depositor's hits bear a star.

SMILES	PV pol inh	PV pol inh FP z-score
CC(C)NC(=O)C1CCN(C(=O)N2CC(C)Oc3ccccc32)CC1 (configuration not stated)	110	0.5
Cc1ccc(-n2ncc(C(=O)NCCc3c[nH]c4ccccc34)c2C2CCN(C(=O)OC(C)(C)C)CC2)cc1C	103	-1
COc1cccc(NC(=O)Cn2c(=O)n(CCC(=O)NCCc3ccc(Cl)cc3)c(=O)c3ccccc32)c1	110	1.1
Cc1ccc(NC(=O)N2CCC(c3ccccc3)C2)cc1C (configuration not stated)	101	-0.7
O=C(OCC(=O)N1CCNC1=O)C1=COCCO1	104	0.1
O=C(CCc1nnc2n(Cc3ccccc3Cl)c(=O)c3ccccc3n12)Nc1ccccc1	103	-0.4
CNC(=O)c1ccc(CN2CCc3ccccc3C2)cc1	102	0
COc1ccccc1CC(=O)Nc1ccc(-c2nc3ccccc3[nH]2)cc1	101	-0.2
Fc1cccc(CN2CCN(C(=S)NCc3ccco3)CC2)c1	101	0.2
CCOC(=O)C1=C(C)N=C2SCCC(=O)N2C1/C=C/c1ccccc1 (configuration not stated)	100	-0.1
COc1ccccc1NC(=O)c1cccc(Cl)c1	104	0.6
CC(N=C1NS(=O)(=O)c2ccccc21)C(=O)OCc1ccccc1F (configuration not stated)	100	0
O=C(CNCCN1CCOCC1)Nc1ccc2c(c1)OCCO2	90	-1.4
Cc1c(CCNC(=O)c2c(F)cccc2F)sc2nc(-c3ccc(F)cc3)nn12	103	-1
COc1ccc(-n2nc(C(=O)NCc3ccc(F)cc3)c3c4ccccc4n(C)c3c2=O)cc1	111	1.1

Given in markdown: 2 of the compounds above
| molecule | PV pol inh | PV pol inh FP z-score |
| --- | --- | --- |
| Cc1ccc(-n2ncc(C(=O)NCCc3c[nH]c4ccccc34)c2C2CCN(C(=O)OC(C)(C)C)CC2)cc1C | 103 | -1 |
| COc1cccc(NC(=O)Cn2c(=O)n(CCC(=O)NCCc3ccc(Cl)cc3)c(=O)c3ccccc32)c1 | 110 | 1.1 |

Next records
SMILES	PV pol inh	PV pol inh FP z-score
Clc1ccc(Nc2nc(NCCN3CCOCC3)nc(Nc3ccc(Cl)cc3)n2)cc1	101	-0.3
CCn1c(C(=O)NCCC2=CCCCC2)cc2oc3ccccc3c21	103	0.4
CSc1ccc(/C=N/n2nnnc2Nc2ccccc2)cc1	101	-0.3
O=C(NCCCN1CCCC1=O)c1ccc(N2CCCC2=O)cc1	105	1.4
COc1ccc(Cl)cc1NC(=O)Cn1cc(C(=O)c2ccncc2)c(=O)c2cc(C)ccc21	113	1.6
COCCNC(=O)c1cnc(N2CCCC2)nc1	103	1.3
O=C(N1CCCCC1)C1(c2ccc(Cl)cc2)CCCC1	109	0.8
Cc1[nH]c2ccccc2c1SCCNC(=O)c1cccc2ccccc12	101	0.1
CCCOc1ccc(NC(=O)CC2C(=O)N(c3cccc(OC)c3)C(=O)N2Cc2cccs2)cc1 (configuration not stated)	110	0.5
O=C(COCc1cc(-c2ccc(F)cc2)on1)Nc1cccc(C(F)(F)F)c1	109	0.6
CCCCS(=O)(=O)Nc1cc(C(C)(C)C)ccc1O	44	-6.8
CCOc1ccccc1/C=c1\s/c(=C(/C#N)C(N)=O)n(CCN2CCOCC2)c1=O	100	-0.1
COc1cccc2cc(C(=O)N3CCCCC3)c(=O)oc12	100	-0.1
Cc1c(CC(=O)NCc2ccccc2)c(=O)oc2c(C)c(O)ccc12	109	0.6
O=C(NS(=O)(=O)c1ccc(Br)cc1)c1ccccc1	104	0.5

Looked up above.
For PV pol inh, CSc1ccc(/C=N/n2nnnc2Nc2ccccc2)cc1 shows 101
For PV pol inh FP z-score, CCOc1ccccc1/C=c1\s/c(=C(/C#N)C(N)=O)n(CCN2CCOCC2)c1=O shows -0.1
For PV pol inh FP z-score, Cc1c(CC(=O)NCc2ccccc2)c(=O)oc2c(C)c(O)ccc12 shows 0.6

Further compounds follow.
SMILES	PV pol inh	PV pol inh FP z-score
Nc1c(C(=O)NCc2ccccn2)nnn1-c1ccc(OC(F)(F)F)cc1	103	0.4
CCOC(=O)c1ccc(N/N=C2/C(=O)C3(C)CCC2C3(C)C)cc1 (configuration not stated)	102	0.4
COc1ccc(-c2oc3ncn4nc(COc5ccccc5C)nc4c3c2-c2ccc(OC)cc2)cc1	109	0.9
C=CCn1c(SCc2nc3ccccc3c(=O)[nH]2)nnc1-c1cccc(OC)c1	100	-0.9
CCOC(=O)c1c(CS(=O)(=O)c2cccc(C(F)(F)F)c2)oc2c(F)c(F)c(F)c(F)c12	101	-0.2
CSc1ncc(C(=O)N2CCN(c3ncccn3)CC2)n1-c1ccccc1	100	-0.4
N#Cc1ccc(C(=O)OCC(=O)Nc2ccc(N3CCCCC3)cc2)cc1	103	-0.1
Cc1c(C(=O)O)sc2ncn(Cc3ccccc3F)c(=O)c12	101	-0.1
Cc1nc2c(c(C)nn2-c2ccccc2)c(C)c1CCC(=O)N1CCCC1	103	0.3
NC(=O)Cn1c(CSc2nnnn2C2CCCC2)nc2ccccc2c1=O	104	0.2
CCN(CC)S(=O)(=O)c1ccc(N2CCN(c3ccc(C(F)(F)F)cn3)CC2)nc1	101	-0.1
CCOCCCNC(=O)CN1C(=O)c2c(c3ccccc3n2C)C1c1ccc(OC)cc1 (configuration not stated)	108	0.4
CCCc1cc(=O)[nH]c(SCC(=O)c2cc(C)n(-c3ccc4c(c3)OCO4)c2C)n1	102	-0.1
CCN1C(=O)C2CSCN2C1=O (configuration not stated)	100	-0.2
CCN1C(=O)C(O)(CC(=O)C(C)(C)C)c2cc(Br)ccc21 (configuration not stated)	102	-0.1
CC(Oc1cccc2c1OC(C)(C)C2)C(=O)N1CCc2ccccc21 (configuration not stated)	103	-0.1
Cc1cc(-c2ccc(C)c(S(=O)(=O)NCCN3CCN(c4cc(Cl)ccc4C)CC3)c2)on1	103	1.1
CCOC(=O)C1CCCN(C(=O)c2ccc3c(c2)sc2nc(-c4ccc(C)cc4C)cn23)C1 (configuration not stated)	106	-0.1
COc1ccc(C(C(O)C(=O)c2c[nH]c3ccccc23)N2CCN(c3ccccc3)CC2)cc1 (configuration not stated)	104	0
O=C(NCCCO)NC1CCCCC1	100	-0.3
CC1CCC(C(C)C)C(OC(=O)Cn2nnc(-c3ccccc3)n2)C1 (configuration not stated)	108	0.6
COC(=O)c1cc(-c2ccccc2)n[nH]1	104	-0.1
CC(=O)NCc1ccc(-c2csc(NC(=O)c3cnn(-c4ccccc4)n3)n2)cc1	104	0.1
COc1ccc(C2CC(=O)Nc3c2c(=O)n(C)c2nc4ccccc4n32)cc1 (configuration not stated)	103	-0.6
CCN(CC)C1=CC(=O)OC12CCCCC2	107	1.4
NC(=O)C1CCN(CC(O)CSc2ccc(F)cc2)CC1 (configuration not stated)	110	1.7
CCc1cc2c(=O)c(-c3ccn(C(C)=O)n3)coc2cc1OC(C)=O	97	-0.3
CN1CCN(C(=O)/C(C#N)=c2\s/c(=C\c3ccc4c(c3)OCO4)c(=O)n2Cc2ccco2)CC1	104	0.2
CS(=O)(=O)NCC(c1ccco1)N1CCN(c2ccccc2)CC1 (configuration not stated)	107	-0.1
COc1ccc(CN2C(=O)CCC2(C)C(=O)NCCC(C)C)cc1 (configuration not stated)	104	0.5
Cc1nn(-c2ccccc2)c(OC(=O)c2ccccc2Br)c1S(=O)(=O)c1ccccc1	108	-0.2
N/C(Cn1ccc(C(F)(F)F)n1)=N\OC(=O)Nc1ccc(Cl)cc1	101	-0.1
CC(=O)Nc1cccc(C(=O)N(C)CCOc2ccccc2)c1	108	0.5
O=C(CCc1ccccc1)N1CCc2c([nH]c3ccccc23)C1c1ccc(Cl)cc1 (configuration not stated)	99	-2
CC1CCC(NC(=O)CN2CCC(n3nnc4ccccc43)CC2)CC1 (configuration not stated)	103	0.6
CCN(CC)CCN(C(=O)c1ccc(C(=O)OC)cc1)c1nc2ccc(Cl)cc2s1	104	-0.4
O=C(CCCc1ccccc1)Nc1nnc(C(F)(F)F)s1	102	0.6
CCOC(=O)c1cc(-c2ccc(S(=O)(=O)N3CCCc4ccccc43)s2)on1	104	2
CC(C)Nc1c(-c2ccccc2)nc2ccccn12	106	1.4
CCN1CCN(C(=O)C(C)Nc2cc(Cl)c(OC)cc2OC)CC1 (configuration not stated)	103	0
Cc1ccc(S(=O)(=O)c2cn(CC(=O)Nc3ccc(Cl)cc3)c3ccc(F)cc3c2=O)cc1C	105	-0.5
Cn1nnnc1SCCCNCc1cc(Br)ccc1OCc1ccccc1F	104	-0.5
Nc1nc(SCC(=O)c2cc(-c3ccccc3)no2)ncc1C(=O)O	100	-0.6
Cc1cccc(-c2nc3c4ccccc4n(Cc4cccc(Cl)c4)c(=O)n3n2)c1	109	0.5
COCCn1c(C)cc(C(=O)CSc2nnc(-c3ccc4c(c3)OCO4)o2)c1C	105	0.3
CC(=O)N1CCN(c2ccc(OC(=O)c3ccc(Oc4cc(Cl)cc(Cl)c4)o3)cc2)CC1	108	0.5
C=CCn1c2nc3ccccc3nc2c2c(=O)n(C3CCCC3)cnc21	105	1.2
COc1cc(C2CC(=O)Nc3ccccc3S2)cc(OC)c1OC (configuration not stated)	103	0.2
Cc1nnc2sc(SCC(=O)Nc3nccs3)nn2c1=O	102	0.2
Cc1cccc(C)c1NC(=O)CN1C(=O)c2cccc3cccc1c23	107	0.3
O=c1cc(CSc2n[nH]c(=O)n2Cc2ccco2)c2ccc(O)cc2o1	106	0.2
CC(C#N)(NC(=O)CSc1ccc(S(=O)(=O)N2CCCCC2)cn1)C1CC1 (configuration not stated)	101	-0.2
Cn1nnnc1SCCOc1ccc(C#N)cc1	98	-0.8
COc1ccc(C(=O)CSC#N)cc1OC	97	-0.8
CCn1cc(C(=O)N2CCN(c3ccccc3OC)CC2)c(=O)c2cc(S(=O)(=O)N3CCC(C)CC3)ccc21	104	0
Cc1ccc(/C=C/C(O)=C2/C(=O)N(C)C3(C)CC2c2ccccc2O3)cc1 (configuration not stated)	101	0.1
Cn1cnnc1SC/C=C/c1ccccc1	104	0
Cc1ccccc1-n1nnnc1SCC(C)C	101	-0.3
O=C(Nc1nccs1)c1cc(-c2ccccc2)nc2ccccc12	98	-0.6
CCOC(=O)c1nnc(-c2ccccc2)o1	99	-1.2

Next part:
SMILES	PV pol inh	PV pol inh FP z-score
CCOc1cc(/C=C(\C#N)C(=O)Nc2ccc(C)cc2)ccc1OCc1cc(=O)n2nc(CC)sc2n1	104	-0.7
COc1ccc(NC(=O)C2CCN(S(=O)(=O)c3cc(-c4noc(C)n4)ccc3C)CC2)cc1	105	-0.2
CC(C)=N/N=C1/NC(=O)C(CC(=O)Nc2cccc3ccccc23)S1 (configuration not stated)	102	0.6
COc1ccccc1NCc1cccn1-c1nnc(N2CCCCCC2)s1	104	-0.3
COC(=O)c1cccnc1-n1c(=O)c2cccnc2n(Cc2ccccc2F)c1=O	100	-0.9
O=C(O)c1nn(C2CCOC2=O)c(=O)c2ccccc12 (configuration not stated)	99	-0.2
CN(C)CCCn1c2c(c(SCC(=O)Nc3ccccc3)nc1=O)CCC2	107	1.6
CC1Sc2ccc(Cl)cc2C(=O)/C1=C/N(C)C (configuration not stated)	125	3.5
O=S(=O)(c1cccc(C(F)(F)F)c1)N1CCNCC1	103	0.3
O=c1c(Cc2ccccc2)c(N2CCCCC2)nc2n1CCCS2	104	0.5
COc1ccc(CCNc2nc3cc(OC)c(OC)cc3c3nc(-c4cccnc4)nn23)cc1OC	106	0.6
Cc1cccc(N2CCN(CC(=O)Nc3ccc4c(c3)OC(F)(F)O4)CC2)c1C	102	0
CC1Cc2ccccc2N1C(=O)COc1ccc2c(c1)OCO2 (configuration not stated)	110	0.1
CCNc1nc(N)nc(OCCNC(C)=O)n1	103	0.4
CC(C)Cn1c(SCC(N)=O)nc2ccccc2c1=O	103	0.6
Cc1cc(C)cc(OCC(=O)Nc2nccs2)c1	100	-0.1
CCOC(=O)c1cc2c(=O)n3ccccc3nc2n(CCOC)c1=NC(=O)C(C)(C)Oc1ccc(Cl)cc1	105	0
CCCCC(=O)Nc1cc2[nH]c(=O)[nH]c2cc1C	100	-0.4
Cc1ccc(Nc2nc(C(=O)N(C)Cc3ccccc3)cs2)cc1	102	-0.2
CN1C(=C(C#N)C(=O)COc2ncnc3sc4c(c23)CCCC4)N(C)c2ccccc21	98	-0.5
O=C(CCN1C(=O)/C(=C/c2ccc(Cl)cc2)SC1=S)Nc1ccccc1	102	0
Cc1occc1C(=O)NCc1ccccc1	100	-0.2
Cn1c(=O)sn(-c2ccccc2)c1=O	96	-0.9
Fc1ccc(-c2cc(-c3nc(-c4ccc(Cl)cc4)no3)[nH]n2)cc1	105	-0.2
FC(F)(F)c1ccc(NC2CCCCC2)nc1	104	0.8
CSc1ccc(C=Nc2ccc(Nc3ccccc3)cc2)cc1	103	0
O=C(CSc1nc2ccccc2o1)N1c2ccccc2OCC1c1ccccc1 (configuration not stated)	114	0.8
O=C=Nc1ccc(Cl)cc1Cl	99	-0.1
CCOC(=O)CCc1nnc(-c2ccncc2)o1	105	0.4
O=C1c2ccccc2NC2(C(=O)Nc3ccccc32)N1CCOc1ccccc1 (configuration not stated)	98	-1.2
COc1ccc(CCNC(=O)CCCCn2c(=O)c3ccccc3n(CC(=O)Nc3ccccc3C)c2=O)cc1OC	105	-0.3
CC(=O)c1c(C)n(-c2ccc(Cl)cc2)c2ccc(OC(=O)COc3ccccc3)cc12	104	0.3
Cc1cc(-n2c(C)cc(CNCc3nc4ccccc4[nH]3)c2C)no1	98	-0.8

Six compounds out of the list, ordered by number of heavy atoms, highest first.
SMILES	PV pol inh	PV pol inh FP z-score
O=C1c2ccccc2NC2(C(=O)Nc3ccccc32)N1CCOc1ccccc1 (configuration not stated)	98	-1.2
O=C(CCN1C(=O)/C(=C/c2ccc(Cl)cc2)SC1=S)Nc1ccccc1	102	0
Cc1ccc(Nc2nc(C(=O)N(C)Cc3ccccc3)cs2)cc1	102	-0.2
CSc1ccc(C=Nc2ccc(Nc3ccccc3)cc2)cc1	103	0
CCOC(=O)CCc1nnc(-c2ccncc2)o1	105	0.4
Cc1occc1C(=O)NCc1ccccc1	100	-0.2

High-throughput results deposited in PubChem BioAssay by ICCB-Longwood Screening Facility, Harvard Medical School.

Not all compounds are listed (hit frequency here may not be typical).
